ASM inhibitor: Inhibitors of Secretory Acid Sphingomyelinase (S-ASM): qHTS; hit rate 0.006% among 340,000; Potency, µM (series often up to 57.5 µM), for the others: top-dose activity change, negative = inhibition, actives largely listed as inhibitors; placental ASM, HMU-PC fluorogenic substrate, 60 min; Sphingomyelin phosphodiesterase (Homo sapiens), P17405; also: potency is read from the fitted curve at half-maximal effect
Target sequence (P17405 47-631 limits assumed): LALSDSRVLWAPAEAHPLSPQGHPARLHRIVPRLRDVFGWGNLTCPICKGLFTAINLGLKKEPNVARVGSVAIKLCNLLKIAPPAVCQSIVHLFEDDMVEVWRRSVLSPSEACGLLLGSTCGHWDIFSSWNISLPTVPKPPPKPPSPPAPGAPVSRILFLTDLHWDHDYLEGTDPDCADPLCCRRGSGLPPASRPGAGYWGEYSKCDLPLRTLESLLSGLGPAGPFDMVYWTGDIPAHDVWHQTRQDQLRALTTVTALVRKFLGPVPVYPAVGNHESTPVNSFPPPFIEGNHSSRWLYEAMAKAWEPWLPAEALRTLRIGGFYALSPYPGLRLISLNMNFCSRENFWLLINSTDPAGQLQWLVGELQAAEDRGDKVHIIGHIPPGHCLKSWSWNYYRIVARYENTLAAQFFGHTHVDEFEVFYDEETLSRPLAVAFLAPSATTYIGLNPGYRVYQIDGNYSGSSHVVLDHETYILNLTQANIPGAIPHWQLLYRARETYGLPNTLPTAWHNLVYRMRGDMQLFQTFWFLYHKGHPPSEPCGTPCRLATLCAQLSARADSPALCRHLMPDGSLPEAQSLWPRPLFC
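Fluorescence read-out (Ex 386 nm, Em 447 nm) after stopping the reaction at pH 10. Enzyme: ASM from human placenta; substrate HMU-PC0, 9 uM final; 60 min, 37 °C. Compound preincubation 10 min, ambient temperature.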
KCNH2 3.1 inh: qHTS for Inhibitors of KCHN2 3.1: Mutant qHTS. Potassium voltage-gated channel subfamily H member 2, brain isoform KCNH2 3.1 (human). U2OS KCNH2 3.1, thallium flux FluxOr; active compounds read low. activity change, % (tested at about 1.8 µM). hit rate 0.95% among 340,000;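 active = maximum activity change below -70%; inconclusive = maximum activity change from -70% to -50%; inactive = maximum activity change above -50%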;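 also: thallium influx rate constant from kinetic fluorescence after stimulation buffer; % is scaled to controls: 0 for no effect and ±100 for the full control effect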
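Thallium flux read-out: FluxOr dye with Red40 quencher in HBSS/HEPES, 45 min at RT. Rate constants from kinetic reads were normalized to positive and negative DMSO controls. Cells: U2OS virally expressing the 3.1 isoform.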
KCNH2 WT inh: qHTS for Inhibitors of KCHN2 3.1: Wildtype qHTS | Voltage-gated inwardly rectifying potassium channel KCNH2 (Homo sapiens), Q12809 | hit rate 0.37% among 340,000 | activity change, % at 1.84 µM | U2OS, BacMam KCNH2, thallium flux FluxOr; active compounds read low;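 active = maximum activity change below -70%; inconclusive = maximum activity change between -70% and -50%; inactive = maximum activity change above -50%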; also: % is scaled to controls: 0 for no effect and ±100 for the full control effect
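U2OS cells were transduced with wild-type KCNH2 virus (2.03 x 10^8 / mL) for 4 h at room temperature, then cultured overnight at 37 C. Thallium flux was read with FluxOr dye. Rate constants were normalized to DMSO controls.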
a7 integrin act: qHTS for Activators of Integrin-Mediated Alleviation for Muscular Dystrophy | hit rate 0.064% among 350,000 | alpha7betagal myoblasts, beta-gal FDG fluorescence, 48 h | AID 624291, 2012 | Potency, µM (highest dose often 38.3 µM), without a hit: top-dose activation, most hits filed as activators;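 also: potency is read from the fitted curve at half-maximal effect; 100% = response of the positive control SU9516; nearly all actives have a fitted effect of over 60% in size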
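Alpha7betagal+/- myoblasts (passage 13) were plated 16-24 hr, then exposed to compounds (1:260 dilution of DMSO stock) for 48 hours at 37C. After MPER lysis, β-galactosidase reporter activity was read as FDG fluorescence (ex 480/em 540) after 30 minutes.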
Numbers without * were called inactive; u = inconclusive; x = no result given; [ ] = dose if it differs, or a comment. Unless noted, calls follow the shape of the dose curve; as a rule, active = well fitted curve in the direction sought with a large enough effect; inconclusive = small, poorly fitted or top-dose-only effect, or another doubt; inactive = no such curve, though single readings can be large; an effect the other way counts as inactive or inconclusive. This is a subset; rates above refer to the full screens.

Short forms: A = ASM inhibitor; B = KCNH2 3.1 inh; C = KCNH2 WT inh; D = a7 integrin act
O=C(O)c1ccccc1C(=O)OC1CCCC2CCCC21 (centres undefined)
  A: 0%	B: x	C: 8	D: 14%
CN(C)CCOC1(Cc2ccc(F)cc2)CCC(C(C)(C)C)CC1 (centres undefined)
  A: -1%	B: x	C: -9	D: -53%[inhibitor]
N#Cc1c(-c2ccc(Cl)cc2)c(-c2ccc(Cl)cc2)nn(CCOC(=O)CCC(=O)O)c1=O
  A: -8%	B: x	C: -1	D: -22%
Cc1ccc(C2(SCC(N)C(=O)O)c3ccccc3-c3ccccc32)cc1 (centres undefined)
  A: 0%	B: x	C: -10	D: 0%
Oc1[nH]c2ccccc2c1N=Nc1ccccc1Cl
  A: -7%	B: x	C: 5	D: -3%
O=S(=O)(c1ccccc1)N(c1ccccc1)S(=O)(=O)c1ccccc1
  A: -1%	B: x	C: 13	D: 1%
CC1(c2ccccc2)CCC(=O)NC1 (centres undefined)
  A: -1%	B: x	C: 17	D: 26%
NC(N)=NN=C(c1ccc(F)cc1)c1ccc(C(F)(F)F)cc1
  A: -5%	B: x	C: 15	D: -54%[inhibitor]
O=C1CC2(CCN1)CCN(Cc1ccccc1)CC2
  A: -1%	B: x	C: 19	D: 24%
COc1cc(C2c3cc4c(cc3C(O)C3COC(=O)C23)OCO4)cc(OC)c1OC (centres undefined)
  A: 0%	B: x	C: -1	D: -18%

Quoted at random: four records from the list.
Short forms: A = ASM inhibitor; B = KCNH2 3.1 inh; C = KCNH2 WT inh; D = a7 integrin act
COc1cc(C2c3cc4c(cc3C(O)C3COC(=O)C23)OCO4)cc(OC)c1OC (centres undefined)
  A: 0%	B: x	C: -1	D: -18%
CN(C)CCOC1(Cc2ccc(F)cc2)CCC(C(C)(C)C)CC1 (centres undefined)
  A: -1%	B: x	C: -9	D: -53%[inhibitor]
Cc1ccc(C2(SCC(N)C(=O)O)c3ccccc3-c3ccccc32)cc1 (centres undefined)
  A: 0%	B: x	C: -10	D: 0%
O=C(O)c1ccccc1C(=O)OC1CCCC2CCCC21 (centres undefined)
  A: 0%	B: x	C: 8	D: 14%

Continued:
Short forms: A = ASM inhibitor; B = KCNH2 3.1 inh; C = KCNH2 WT inh; D = a7 integrin act
COC1CCC2(C)C(=CCC3C4CC(O)CC4(C)CCC32)C1 (centres undefined)
  A: -9%	B: x	C: 12	D: -7%
O=C(CCN1C(=O)S/C(=C\c2ccccc2)C1=O)N1CCOCC1
  A: -1%	B: x	C: 13	D: 0%
CCC1(CC(C)C)SC(N)=NC1=O (centres undefined)
  A: -1%	B: x	C: 15	D: -15%
CCNc1cc2c(cc1O)CCC1C2CCC2(C)C(O)CCC12 (centres undefined)
  A: -2%	B: x	C: 7	D: 0%
O=C(Nc1ccc2ccccc2c1[N+](=O)[O-])c1ccccc1
  A: -7%	B: x	C: -2	D: 9%
COc1ccc(C(=O)c2ccccc2CN2C(=O)c3ccccc3C2=O)cc1
  A: -3%	B: x	C: 11	D: 16%
CC(C)C(Cl)=NOC(=O)Nc1ccc(S(N)(=O)=O)cc1
  A: 1%	B: x	C: 9	D: -54%[inhibitor]
O=C(O)c1ccc(C=NN=C2c3ccccc3-c3ccccc32)cc1
  A: 1%	B: x	C: -2	D: -23%
O=C1C2CC3N1CCC31c3ccccc3-n3c1c2ccc3=O (centres undefined)
  A: 20%	B: x	C: -1	D: 31%
COc1ccc(OC)c(Cc2cnc3nc(N)nc(N)c3c2C)c1
  A: 21%	B: x	C: 7	D: -28%
CCCCN(C(C)=O)c1ccc2c(c1)C1CC2CCN1C(=O)OCc1ccccc1 (centres undefined)
  A: 18%	B: x	C: -9	D: -18%
CCCCC1(CC)SCC(=O)NC1=O (centres undefined)
  A: -1%	B: x	C: 0	D: -2%
Cc1c2cnccc2c(C)c2c1oc1ccccc12
  A: 93%[activator]	B: x	C: 28	D: -3%
O=C(/C=C/c1ccc([N+](=O)[O-])cc1)c1ccccc(=O)c1O
  A: -1%	B: x	C: 4	D: 6%
Cc1ccc(-n2cnc3c(=O)[nH]cnc32)cc1[N+](=O)[O-]
  A: 0%	B: x	C: -5	D: 22%
O=C(Nc1cccc(C(=O)N2CCCCC2)c1)C1CCCCC1
  A: 0%	B: x	C: 3	D: -4%
O=C(c1cccs1)c1ccccc1Cc1cccs1
  A: -3%	B: x	C: 6	D: 8%
CCCc1nnn(S(=O)(=O)c2ccc([N+](=O)[O-])cc2)c1CCC
  A: 3%	B: x	C: -6	D: 15%
Fc1ccc(-c2ccc3c(c2)C2CC3CCN2Cc2ccc3c(c2)OCO3)cc1 (centres undefined)
  A: -4%	B: x	C: -37	D: -16%
CC(=O)C1(O)CCC2C3CC(C)C4=CC(=O)C=CC4(C)C3(F)C(O)CC21C (centres undefined)
  A: 1%	B: x	C: -12	D: 13%

Of the compounds above, these have an NH in an aromatic ring:
Short forms: A = ASM inhibitor; B = KCNH2 3.1 inh; C = KCNH2 WT inh; D = a7 integrin act
Oc1[nH]c2ccccc2c1N=Nc1ccccc1Cl
  A: -7%	B: x	C: 5	D: -3%
Cc1ccc(-n2cnc3c(=O)[nH]cnc32)cc1[N+](=O)[O-]
  A: 0%	B: x	C: -5	D: 22%

Next part.
Short forms: A = ASM inhibitor; B = KCNH2 3.1 inh; C = KCNH2 WT inh; D = a7 integrin act
Cc1c(Cl)cccc1NC(=S)NCc1ccc(Cl)cc1
  A: -2%	B: x	C: -19	D: -30%
COc1cc2c3c(n(C)c(=O)c2cc1OC)-c1cc2c(cc1C3=O)OCO2
  A: -1%	B: x	C: 2	D: 17%
CCOc1ccc2nc3cc(N=Nc4ccc(N)nc4N)ccc3c(N)c2c1
  A: 16%	B: x	C: u	D: -35%
OCC1OC(n2ccc3c(SCc4ccccc4)ncnc32)C(O)C1O (centres undefined)
  A: -1%	B: x	C: -1	D: -12%
COc1cc(N2C(=O)C=CC2=O)ccc1N1C(=O)C=CC1=O
  A: -2%	B: x	C: -8	D: -40%
NC1=NC(=O)C(c2ccccc2)(c2ccccc2)S1
  A: -3%	B: x	C: 19	D: 9%
O=C(CCl)N(O)c1ccc(C=Cc2ccccc2)cc1
  A: -1%	B: x	C: -7	D: -46%[inhibitor]
NC(C(=O)O)C1ON=C(Cl)C1O (centres undefined)
  A: 1%	B: x	C: -13	D: -50%[inhibitor]
NC(N)=NCCCS(=O)(=O)Nc1ccc(Nc2c3ccccc3nc3cc([N+](=O)[O-])ccc23)cc1
  A: 3%	B: x	C: 40	D: 0%
COc1ccc2c(c1OC)OCC2C (centres undefined)
  A: -4%	B: x	C: -1	D: -21%
COc1ccc(CCNC(=O)c2c(O)c3c([nH]c2=O)CCCC3)cc1OC
  A: -2%	B: x	C: -14	D: -57%[inhibitor]
CC1=C(C(=O)O)CC(S(=O)(=O)O)C1(C)C (centres undefined)
  A: 3%	B: x	C: -10	D: 13%
CN(C(=O)c1cccc(NC(=O)Cc2ccc(NC(=O)C3CCCN(C(=O)C4CCCC4)C3)cc2)c1)C1CC1 (centres undefined)
  A: 0%	B: x	C: 15	D: -31%
COc1ccc2c3c(ccc2c1)C(=O)/C(=C/O)CC3
  A: -3%	B: x	C: 29	D: -31%
COC(=O)CCC1(C(N)=O)CCC(=O)c2ccccc21 (centres undefined)
  A: 4%	B: x	C: 24	D: -5%
COc1oc(C(=O)NC2CCCCC2)c(-c2ccc(Cl)cc2)c1S(=O)(=O)c1ccccc1
  A: -2%	B: x	C: -11	D: -30%
C=CCOc1nc2c(c(=O)n(Cc3ccc(Cl)c(Cl)c3)c(=O)n2C)n1C
  A: -1%	B: x	C: -10	D: 8%
OC(COc1ccccc1)CN1CCCCC1 (centres undefined)
  A: 3%	B: x	C: 14	D: 3%
COc1ccccc1OCC(=O)Nc1nc(-c2ccc(S(=O)(=O)N3CCOCC3)cc2)cs1
  A: -5%	B: x	C: -6	D: -22%
C=C1CC2(OC1=O)c1ccccc1CCc1ccccc12
  A: -1%	B: x	C: -1	D: -53%[inhibitor]
O=c1[nH]c2cc(Cl)c(Cl)cc2o1
  A: -2%	B: x	C: 16	D: -16%
COc1cc2c(cc1NC(=O)C(F)(F)F)-c1ccc(NC(=O)C(F)(F)F)cc1C2
  A: 2%	B: x	C: 2	D: -1%
O=C(NN=Cc1ccccc1O)C(O)(c1ccccc1)c1ccccc1
  A: 310%[activator]	B: x	C: -23	D: -16%
CCOC(=O)OCC(=O)C1(O)CCC2C3CCC4=CC(=O)CCC4(C)C3C(O)CC21C (centres undefined)
  A: 0%	B: x	C: 31	D: 2%
CC(C)Cn1cnc2c(SCc3ccc(Cl)cc3)nc(N)nc21
  A: -9%	B: x	C: 11	D: -27%
COC1=C(C)C(=O)C2=C(C1=O)C1C3CC4=C(C(=O)C(OC)=C(C)C4=O)C(CNC(=O)C(C)=O)N3C(C#N)C(C2)N1C (centres undefined)
  A: 0%	B: x	C: -1	D: u
Oc1cccc(CN2CCOCC2)c1O
  A: 0%	B: x	C: 19	D: -37%
CC1(C)Oc2c(ccc(O)c2CN2CCOCC2)C2=C1CCCC2
  A: 12%	B: x	C: -1	D: -13%
CCOC(=O)C(Cc1nc(OCc2ccccc2)cc(OCc2ccccc2)n1)=NO
  A: -13%	B: x	C: 0	D: -27%
C=CS(=O)(=O)c1c2cc(OC)ccc2nc2ccc(OC)cc12
  A: 239%[activator]	B: x	C: 27	D: -55%[inhibitor]
O=C(O)C1C2CCC(CC2)C1C(=O)O (centres undefined)
  A: 0%	B: x	C: 10	D: -1%
N#Cc1c(N)[nH]c2ccc(Sc3ccccc3)cc12
  A: -12%	B: x	C: 8	D: -9%
O=C(O)c1ccccc1N=Nc1ccc(O)cc1
  A: -5%	B: -7	C: -7	D: x
CC(=O)N[C@H]1[C@H]([C@H](O)[C@H](O)CO)O[C@](O)(C(=O)O)C[C@@H]1O
  A: -8%	B: -3	C: 4	D: x
CC[C@@H](C(=O)[C@@H](C)[C@@H](O)[C@H](C)[C@@H]1O[C@@H]([C@@H](CC)C(=O)O)CC[C@@H]1C)[C@H]1O[C@]2(C=C[C@@H](O)[C@]3(CC[C@@](C)([C@H]4CC[C@](O)(CC)[C@H](C)O4)O3)O2)[C@H](C)C[C@@H]1C
  A: 2%	B: 2	C: 0	D: x
OC[C@H]1O[C@@](CO)(O[C@H]2O[C@H](CO)[C@@H](O)[C@H](O)[C@H]2O)[C@@H](O[C@H]2O[C@H](CO)[C@@H](O)[C@H](O)[C@H]2O)[C@@H]1O
  A: -4%	B: 18	C: -15	D: x
O=C1O[C@H](CO)[C@@H](O)[C@H](O)[C@H]1O
  A: 1%	B: 4	C: -1	D: x
COCC(=O)Nc1c(I)c(C(=O)NCC(O)CO)c(I)c(C(=O)N(C)CC(O)CO)c1I (centres undefined)
  A: 0%	B: -9	C: -8	D: x
CCN(Cc1ccccc1)c1ccccc1
  A: -3%	B: -12	C: -3	D: x
CC1CC2C3CCC4=CC(=O)C=CC4(C)[C@@]3(Cl)C(O)CC2(C)C1(O)C(=O)CO (some centres undefined)
  A: 0%	B: 8	C: -8	D: x
OC[C@H]1O[C@@H](Oc2ccc(O)cc2)[C@H](O)[C@@H](O)[C@@H]1O
  A: -4%	B: 2	C: 4	D: x
O=C(O)c1cc(O)ccc1O
  A: 21%	B: 1	C: 4	D: x
Nc1ccc(CCNc2ncnc3c2ncn3[C@@H]2O[C@H](CO)[C@@H](O)[C@H]2O)cc1
  A: -5%	B: 8	C: -15	D: x

Rewritten with two lines to a compound: three of the compounds above
Every second line gives: ASM inhibitor	KCNH2 3.1 inh	KCNH2 WT inh	a7 integrin act
> O=C(O)c1ccccc1N=Nc1ccc(O)cc1
  -5%	-7	-7	x
> CC(=O)N[C@H]1[C@H]([C@H](O)[C@H](O)CO)O[C@](O)(C(=O)O)C[C@@H]1O
  -8%	-3	4	x
> CC[C@@H](C(=O)[C@@H](C)[C@@H](O)[C@H](C)[C@@H]1O[C@@H]([C@@H](CC)C(=O)O)CC[C@@H]1C)[C@H]1O[C@]2(C=C[C@@H](O)[C@]3(CC[C@@](C)([C@H]4CC[C@](O)(CC)[C@H](C)O4)O3)O2)[C@H](C)C[C@@H]1C
  2%	2	0	x
